Screens as filed in PubChem BioAssay.
ERa coact pot: enhancers of ERα–SRC-1 coactivator binding, primary screen, biochemical, TR-FRET, ERα LBD, low estradiol; 86,000 tested, 1.3% active; coactivator binding (% of control), % at 25.6 µM; TR-FRET ERalpha-LBD/SRC-Cy5 coactivator binding, 2 h; 100 = basal binding, no effect; Estrogen receptor (Homo sapiens), P03372; AID 639, 2007; in the data active = activity above about 200%;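 note: binding measured in presence of low estradiol as agonist stimulus; 0% = peptide alone without receptor and 100% = receptor with peptide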
ERb SRC1 inh: inhibitors of ERβ-SRC1 coactivator interaction, primary screen, biochemical, TR-FRET, ERβ LBD, SRC-1 peptide | Estrogen receptor beta (Homo sapiens), Q92731 | TR-FRET ER-beta LBD / SRC1-Cy5 peptide binding; receptor agonist-loaded with 1 µM estradiol | inhibition, % at 25.6 µM | 86,000 tested, 1.3% active | AID 633, 2007;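 active = compounds whose percent inhibition of the receptor-coactivator binding signal exceeds about 50% in the single-dose screen, limit read from the data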;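 note: 0% = receptor plus peptide wells without compound and 100% = peptide-only wells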
Target sequence (Q92731 whole entry, looked up, the tested form may be a part): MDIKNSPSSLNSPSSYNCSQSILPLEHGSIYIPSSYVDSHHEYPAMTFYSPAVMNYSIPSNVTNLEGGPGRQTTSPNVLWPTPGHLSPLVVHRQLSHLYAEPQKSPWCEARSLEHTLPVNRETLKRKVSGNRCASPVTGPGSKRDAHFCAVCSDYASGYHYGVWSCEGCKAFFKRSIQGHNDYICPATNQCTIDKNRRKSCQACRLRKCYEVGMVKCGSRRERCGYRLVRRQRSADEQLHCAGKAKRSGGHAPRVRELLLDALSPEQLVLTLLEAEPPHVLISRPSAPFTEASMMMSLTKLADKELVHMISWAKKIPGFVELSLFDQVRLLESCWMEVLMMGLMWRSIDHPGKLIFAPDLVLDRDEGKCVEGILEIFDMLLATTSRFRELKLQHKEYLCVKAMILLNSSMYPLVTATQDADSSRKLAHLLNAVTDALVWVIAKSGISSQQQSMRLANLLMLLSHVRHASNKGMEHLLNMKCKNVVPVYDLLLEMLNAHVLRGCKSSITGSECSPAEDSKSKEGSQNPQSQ
H69AR inhibit: proliferation blockers of H69AR lung cancer cells, primary screen, cell-based, human, 86K library; H69AR lung tumor viability, ATP luminescence, 72 h; active compounds read low; viability, % at 10 µM; 85,000 tested, 6% active; AID 598, 2007;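 active = viability at or below 40%; inactive = viability above 40%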;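 note: multidrug resistant small cell line overexpressing MRP-1 efflux transporter; 100% = mean luminescence of untreated control wells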
ERa coact inh: ERα–SRC-1 coactivator interaction inhibitors, primary screen, biochemical, TR-FRET, ERα LBD, estradiol-bound; TR-FRET ER-alpha LBD / SRC-1 peptide; inhibition, % at 25.6 µM; 86,000 tested, 1.7% active; in the data active = inhibition above about 50%;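 note: 0% = receptor plus peptide control and 100% = peptide only without receptor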
sEH activator: soluble epoxide hydrolase activators, primary screen, biochemical, human sEH | activation, % at 2 µM | 91,000 tested, 0.04% active | Bifunctional epoxide hydrolase 2 (Homo sapiens), P34913 | purified human sEH enzymatic activity, activator screen; in the data active = activation above about 37%; note: values of inactives mirror those of a sister screen read the other way
Target sequence (P34913 whole entry, looked up): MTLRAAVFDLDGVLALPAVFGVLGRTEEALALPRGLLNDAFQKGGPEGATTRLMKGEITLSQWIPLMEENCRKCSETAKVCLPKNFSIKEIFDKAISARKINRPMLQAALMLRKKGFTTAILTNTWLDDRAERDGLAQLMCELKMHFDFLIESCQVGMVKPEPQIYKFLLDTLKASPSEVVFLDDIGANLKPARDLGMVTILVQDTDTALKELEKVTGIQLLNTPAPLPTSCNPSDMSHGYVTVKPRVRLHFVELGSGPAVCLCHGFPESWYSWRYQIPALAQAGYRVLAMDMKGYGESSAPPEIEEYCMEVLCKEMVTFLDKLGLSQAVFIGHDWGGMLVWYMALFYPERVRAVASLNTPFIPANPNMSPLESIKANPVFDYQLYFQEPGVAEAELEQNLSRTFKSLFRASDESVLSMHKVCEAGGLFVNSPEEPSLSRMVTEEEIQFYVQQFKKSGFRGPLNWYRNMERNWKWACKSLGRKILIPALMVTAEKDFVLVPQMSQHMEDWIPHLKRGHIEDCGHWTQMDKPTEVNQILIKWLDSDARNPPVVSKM
Candida biofilm: clotrimazole potentiators killing Candida biofilms, primary screen, with clotrimazole, Alamar Blue. C. albicans biofilm + clotrimazole. 85,000 tested, 0.14% active. AID 834, 2007. inhibition, % at 6 µM;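 active = inhibition above 20%; inactive = inhibition below 20%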;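 note: preformed 24 hr biofilms exposed to compound for 48 hr; 0% = biofilm without compound and 100% = blank killed by clotrimazole plus chlorhexidine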
Smad3 inh: Smad3/FoxH1 peptide binding inhibitors, primary screen, biochemical, TR-FRET; Mothers against decapentaplegic homolog 3 (Homo sapiens), P84022; TR-FRET Smad3/Dy647-FoxH1 peptide binding, europium anti-His; inhibition, % at 25 µM; 88,000 tested, 0.29% active; AID 630, 2007;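 active = compounds that reduce the energy-transfer binding signal between the protein and its labelled peptide by more than half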;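 note: 0% = Smad3 plus labelled peptide maximal FRET and 100% = peptide-only background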
HUVEC inhibit: inhibitors of HUVEC proliferation, primary screen, cell-based, 384-well | CellTiter-Glo luminescence, 72 h; active compounds read low | viability, % at 10 µM (by protocol) | 86,000 tested, 1.1% active | AID 648, 2007;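 active = viability at or below 30%; inactive = viability above 30%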;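 note: 100% = median luminescence of DMSO-only cell control wells on each plate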
Fibroblast inh: antiproliferative effect on LL 47 fibroblasts – human, LL 47 cells, CellTiter-Glo luminescence, primary screen. LL 47 human lung fibroblast viability, ATP luminescence; active compounds read low. viability, % at 10 µM. 85,000 tested, 1.1% active. AID 719, 2007;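 active = viability at or below 50% in the single dose screen; inactive = viability above 50%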;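 note: compound exposure lasted 72 h before the ATP readout; 100% = median luminescence of untreated cell-only wells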
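Material: human LL 47 lung fibroblast cells; quantity: 1,150 cells/well; medium: IMEM plus 15% FBS; doses: 0.1% DMSO in all compound wells; timing: overnight attachment after seeding, then 72 h compound exposure at 37 °C; detection: CellTiter-Glo luminescence; measure: % viability of median cell-only signal; controls: cell-only wells, no compound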
* marks the source's active call; other numbers are inactive results; . = not tested or not shown; [ ] = another dose, or the depositor's remark. A portion of the library (hit frequency here may not be typical).

SMILES	ERa coact pot	ERb SRC1 inh	H69AR inhibit	ERa coact inh	sEH activator	Candida biofilm	Smad3 inh	HUVEC inhibit	Fibroblast inh
COc1cccc(NC(=O)C2C3C=CC4(O3)C2C(=O)N(C(C)C)C4C(=O)NC2CCCCC2C)c1 (stereo not drawn)	133	-11	90	-10	4	12	1	93	90
c1ccc(C(c2c[nH]c3ccccc23)c2c[nH]c3ccccc23)nc1	74[fluorescence artefact?]	-2	98	0	-2	-1	8	77	97
COc1ccc(CN(C(=O)CSc2nnc(-c3c[nH]c4ccccc34)o2)c2ccc(F)cc2)cc1OC	114	1[fluorescence artefact?]	11*	3	10	6	3	18*	51
COc1ccc(C2C(C#N)=C(SCC(=O)Nc3ccc(C)cc3)NC3=C2C(=O)CC(C)(C)C3)cc1 (stereo not drawn)	113	-10	80	-2	10	8	18	86	88
Cc1ccc(OCC(=O)N/N=C/c2ccco2)cc1	95	-2	109	-7	-10	3	19[fluorescence artefact?]	95	100
O=C(c1ccc([N+](=O)[O-])cc1)N(Cc1ccc(Cl)cc1)N1C(=O)CCCC1=O	109	-12	86	-10	5	5	-6	76	97
COc1ccc2c(c1)C(NC(C)=O)C(=O)N2C (stereo not drawn)	116	0	69	1	10	7	0	106	99
CCOC(=O)c1cccc(NC(=O)CCS(=O)(=O)c2ccc(Br)s2)c1	115	-5	82	-6	4	10	-15	87	102
CCOC(=O)c1c(N=CN(C)C)c(C#N)c2n1CCCC2	111[fluorescence artefact?]	-7	91	-6	2	0	4	105	98
CC(C(=O)O)c1n[nH]c(=O)c2ccccc12 (stereo not drawn)	91	0	113	17	-4	2	8	96	94
Cc1cc(NC(=O)C2CCCC2)nc2c1c(=O)oc1ccccc12	167	-5	37*	8	-8	2	-8	72	108
CC(C)(C)c1ccc(-c2noc(CCC(N)=O)n2)cc1	103	3	99	-6	-4	6	-9	104	100

A few values from the entries so far:
HUVEC inhibit with `CCOC(=O)c1c(N=CN(C)C)c(C#N)c2n1CCCC2` = 105
H69AR inhibit with `COc1cccc(NC(=O)C2C3C=CC4(O3)C2C(=O)N(C(C)C)C4C(=O)NC2CCCCC2C)c1` (stereo not drawn) = 90

Following part.
SMILES	ERa coact pot	ERb SRC1 inh	H69AR inhibit	ERa coact inh	sEH activator	Candida biofilm	Smad3 inh	HUVEC inhibit	Fibroblast inh
CCn1c(C(=O)NCc2ccccn2)cc2sccc21	100	-5	87	7	.	-5	-2	87	100
COc1cccc(C(=O)Nc2cccc(C(=O)N3CCOCC3)c2)c1	101	4	104	6	0	3	7	93	93
Cc1csc(NC(=O)C(Cc2ccccc2)n2cccc2)n1 (stereo not drawn)	82	-9	95	-8	2	15	10	127	97
Cc1ccc(S(=O)(=O)N2CCCC2C(=O)Nc2ccc(O)cc2)cc1 (stereo not drawn)	126	8	70	3	.	11	-2	94	103
O=C(OCc1cc(Cl)ccc1OC(F)F)c1cc(S(=O)(=O)O)ccc1O	102	-1	90	0	-13	1	7	106	98
C=CCn1c(=N)c(C(=O)OCC)cc2c(=O)n3cc(C)ccc3nc21	117	0	86	7	.	-4	4	98	116
O=C(NCC1CCCO1)NC12CC3CC(CC(C3)C1)C2 (stereo not drawn)	107	-2[fluorescence artefact?]	91	-5	.	5	6	110	97
C=CCN1C(=O)c2ccccc2Sc2ccc(C(=O)N3CCN(C)CC3)cc21	97	-3	81	-8	11	6	-10	96	99
O=C(Nc1ccc(N2CCOCC2)cc1)c1cccc(S(=O)(=O)N2CCCC2)c1	97	2	98	-8	-50	6	4	95	101
CCn1c(SCC(=O)Nc2nccs2)nnc1-c1ccc(S(=O)(=O)N2CCCCC2)cc1	86	0	56	-2	0	9	5	107	99
O=C(NCc1ccco1)c1ccc(CS(=O)(=O)Cc2ccc(Cl)cc2)o1	104	16[fluorescence artefact?]	89	8	.	5	-18[fluorescence artefact?]	90	100
Cc1c(NC(=O)c2ccccc2)c(=O)n(-c2ccccc2)n1C	100	10	85	14	12	9	-8	89	91
CC(C)n1c(SCC(=O)Nc2nc3c(s2)CCCC3)nc2c1c(=O)n(C)c(=O)n2C	97	-14	34*	2	-2	0	4	79	93
CCn1c(SCC(=O)N2CC(=O)Nc3ccccc32)nnc1-c1ccoc1C	112	1[fluorescence artefact?]	90	8[fluorescence artefact?]	3	6	-10	89	99
CCOC(=O)C1CCCN(CCC(C)c2ccccc2)C1 (stereo not drawn)	123	0	73	-3	-2	9	-8	99	108
CCn1nnnc1SCC(=O)N1CCCc2ccccc21	106	-13	86	-5	14	7	-5	94	100
COc1ccccc1C(=O)NCC1CCN(c2ccc(S(=O)(=O)N3CCOCC3)cc2)CC1	40	11[fluorescence artefact?]	60	37[fluorescence artefact?]	5	1	2	95	98
COc1ccc(Br)cc1CNC(=O)CCc1nc(-c2ccc(C)cc2)no1	90[fluorescence artefact?]	12	78	10	5	8	1	85	83
CCn1nnnc1SCC(=O)Nc1ccc2c(c1)OCO2	87	6[fluorescence artefact?]	82	5	-2	4	-7	84	96
Cc1ccc(NC(=O)/C(=C/c2ccco2)c2ccccc2)c(C)c1	107	2[fluorescence artefact?]	93	5	-10	1	-1	108	104
Cc1ccc(CSc2nnc(-c3cccnc3)n2N)cc1	108	-10	83	-4	-2	0	19	103	105
COc1ccc(NS(=O)(=O)c2ccc(NC(=O)C(C)(C(F)(F)F)C(F)(F)F)cc2)nn1	98	-29	108	-40	-11	1	12	97	104
CC(=O)OC1COC(n2ccc3ccccc32)C(OC(C)=O)C1OC(C)=O (stereo not drawn)	88	-11	81	-14	4	1	-1	104	98
O=C(CN1C(=O)NC2(CCCCCCC2)C1=O)N1CCOCC1	94	4[fluorescence artefact?]	108	-9	-14	0	-23	114	101
CCOC(=O)C1CCCN(C(=O)CN2C(=O)C(CC)Oc3ccc(C)cc32)C1 (stereo not drawn)	94[fluorescence artefact?]	-4[fluorescence artefact?]	72	12	.	3	-6	101	91
COc1cc(CN2CCN(C(=O)CC(C)C)CC2)cc(OC)c1OC	108	2	101	-15	-1	5	9	95	98
O=C(Nc1nc2ccccc2[nH]1)c1ccccc1	107	-5	32*	-2	8	9	-9	68	68
CCOC(=O)NC1CCS(=O)(=O)C1 (stereo not drawn)	115	-10	93	-7	-3	-6	-12	99	106
O=C1c2ccccc2-c2ncnc3c(N4CCOCC4)cc(N4CCOCC4)c1c23	125[fluorescence artefact?]	-11[fluorescence artefact?]	61	-11[fluorescence artefact?]	.	5	0	83	94
CCn1c(SCC(=O)Nc2cc(C)on2)nc2c(c1=O)SC(C)C2 (stereo not drawn)	86	-9	98	-4	3	3	4	91	101
Cc1nnc(Oc2ccccc2F)c2ccccc12	128[fluorescence artefact?]	26	102	51*	12	.	3	90	100
CCCCc1nnc(NC(=O)C2CCCO2)s1 (stereo not drawn)	106[fluorescence artefact?]	1[fluorescence artefact?]	103	-3[fluorescence artefact?]	3	3	10	99	105
Cc1ccc(-n2c(C)c3c(C)nnc(C)c3c2C)cc1	144	-4	81	-1	.	1	-12	87	102
CCCCCC(=O)Nc1ccc(Cl)cn1	102	7	93	3	-2	7	6	92	99
O=C(c1c(F)cccc1F)N(Cc1ccccn1)C1CCCC1	103[fluorescence artefact?]	1	99	-4	-6	0	3	96	93
CN(C1CCCCC1)S(=O)(=O)c1ccc(NC(=O)CCC(=O)O)cc1	108	1[fluorescence artefact?]	95	-3	8	7	-3	115	96
N#Cc1c(-c2ccco2)cc(-c2ccc(F)cc2)nc1N	104[fluorescence artefact?]	17[fluorescence artefact?]	53	19[fluorescence artefact?]	.	4	8	75	73
COc1cccc(C(=O)Nc2cnc(NC(=O)c3ccco3)cc2C)c1	109	2	86	-2	-1	-7	-4	105	.
Cc1ccc(C(=O)O)cc1S(=O)(=O)N1CCSCC1	120[fluorescence artefact?]	-9	.	-9	10	1	6	90	93
O=C(c1cccs1)N1CCN(c2ccc(F)cc2)CC1	106	0[fluorescence artefact?]	88	4[fluorescence artefact?]	5	3	17	107	103
O=S(=O)(NCc1ccccn1)c1ccc2c(c1)OCCO2	118	-5	84	-5	-1	9	2	88	91
CCOC(=O)CSc1nc2c(sc(=S)n2CCc2ccccc2)c(=O)n1Cc1ccco1	134	-2	66	-10	23	8	6	83	105
CCOC(=O)c1c(C)c(C(=O)NCc2ccc3c(c2)OCO3)c(C)n1C	147	28	90	-2	.	8	6	88	111
COc1ccc(-c2cc(C(F)F)n3ncc(C(=O)NCC4CCCO4)c3n2)cc1 (stereo not drawn)	121	-11	57	3	20	-4	-10	76	102
Cc1cccc(Cn2c(N3CCc4ccccc4C3)nc3c2c(=O)[nH]c(=O)n3C)c1	106[fluorescence artefact?]	6	92	13[fluorescence artefact?]	3	0	1[fluorescence artefact?]	92	60
CCCn1c(N2CCOCC2)nc2c1c(=O)[nH]c(=O)n2C	106	-8	96	0	2	2	8	96	89
O=C(Cc1cccs1)Nc1cccc(C(=O)Nc2ccco2)c1	103	-2	88	-1	-5	4	6[fluorescence artefact?]	67	96
CCn1c(=O)c(=O)n(CC)c2cc(S(=O)(=O)N3CCc4ccccc43)ccc21	93	9	27*	-5	4	2	3	76	71
COc1ccc(OC)c(C2N(c3ccccn3)C(=O)C3CCCN32)c1 (stereo not drawn)	121[fluorescence artefact?]	-6	69	-4	.	-3	-2	97	106
COc1cc(NC2c3ccccc3C(=O)N2c2cc(C)ccn2)cc(OC)c1OC (stereo not drawn)	103[fluorescence artefact?]	-3[fluorescence artefact?]	95	2	.	8	-4	100	96
CS(=O)(=O)Nc1cccc2cccnc12	129	-5[fluorescence artefact?]	65	-11	-1	6	5[fluorescence artefact?]	90	90
FC(F)(F)c1cc(-c2cccs2)nc(N2CCOCC2)n1	61	1	102	4	14	-4	-6	86	95
O=C(CSc1oc(-c2ccc(F)cc2)nc1S(=O)(=O)c1ccc(F)cc1)NCC1CCCO1 (stereo not drawn)	86	16[fluorescence artefact?]	49	15	6	8	-1	61	14*
Cc1nc(OCC(=O)c2ccc(Cl)cc2)c(C#N)c2c1COC(C)(C)C2	773*[fluorescence artefact?]	-9	56	2	28	4	-3	107	102
CCOC(=O)c1ccc(S(=O)(=O)N2CCNCC2)cc1	95	-12	88	-5	10	4	1	91	94
CCc1ccccc1NC(=O)c1cc2sccc2n1C	109	1	98	-3	10	-4	0	102	110
CCOC(=O)c1cnc(-n2cc(C)cn2)nc1Nc1ccccc1OCC	99	5	50	2	-11	7	-5	63	82
O=C1c2ccccc2C(=O)N1OCCOCCOCCON1C(=O)c2ccccc2C1=O	105	4[fluorescence artefact?]	96	0	-3	1	-11	98	104
CN(C)CCCOc1ccc(C(C)(C)c2ccccc2)cc1	78	-3	28*	5	-6	6	-16	34	79

Some entries already given with just ERa coact pot, Fibroblast inh and ERb SRC1 inh:
structure | ERa coact pot | Fibroblast inh | ERb SRC1 inh
Cc1nc(OCC(=O)c2ccc(Cl)cc2)c(C#N)c2c1COC(C)(C)C2 | 773*[fluorescence artefact?] | 102 | -9
CCOC(=O)c1ccc(S(=O)(=O)N2CCNCC2)cc1 | 95 | 94 | -12
